M1 PAM: potentiates human M1 receptor response to acetylcholine; P11229; CHO-K1 hM1, Fluo-8 calcium fluorescence, ACh EC20; 0% = ACh EC20, 100% = maximal ACh; activation, % at 3 µM; 360,000 tested, 0.088% active; AID 588819; in the data active means activation above about 19%, passing the limit was not always enough
Target sequence (P11229 whole entry, looked up): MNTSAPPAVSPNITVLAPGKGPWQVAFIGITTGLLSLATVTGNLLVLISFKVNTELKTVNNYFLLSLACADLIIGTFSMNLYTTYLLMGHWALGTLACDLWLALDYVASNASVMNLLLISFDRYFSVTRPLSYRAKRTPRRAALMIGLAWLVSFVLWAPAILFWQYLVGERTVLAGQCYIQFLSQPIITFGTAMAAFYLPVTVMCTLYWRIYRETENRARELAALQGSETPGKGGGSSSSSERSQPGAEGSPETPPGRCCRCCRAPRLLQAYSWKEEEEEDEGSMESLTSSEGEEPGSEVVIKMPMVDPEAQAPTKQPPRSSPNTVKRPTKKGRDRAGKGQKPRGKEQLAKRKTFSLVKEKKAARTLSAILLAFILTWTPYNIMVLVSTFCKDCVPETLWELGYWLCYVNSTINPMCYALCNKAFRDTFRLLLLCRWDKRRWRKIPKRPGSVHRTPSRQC
OXTR potentiate: human OXTR potentiation; P30559; CHO-OTR cells, Fluo-8 calcium fluorescence, potentiator mode; 0% = oxytocin EC15, 100% = EC100; activation, % at 3 µM; AID 2445; 320,000 tested, 0.061% active;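 active means activation above that plate's cutoff, the mean activation of tested compounds plus 3 SD, cut at about 6.6% in these data, passing the limit was not always enough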;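 further: 100% uses oxytocin at 75 nM as the full agonist control; some results filed as inactive read as strong as hits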
Target sequence (P30559 whole entry, looked up): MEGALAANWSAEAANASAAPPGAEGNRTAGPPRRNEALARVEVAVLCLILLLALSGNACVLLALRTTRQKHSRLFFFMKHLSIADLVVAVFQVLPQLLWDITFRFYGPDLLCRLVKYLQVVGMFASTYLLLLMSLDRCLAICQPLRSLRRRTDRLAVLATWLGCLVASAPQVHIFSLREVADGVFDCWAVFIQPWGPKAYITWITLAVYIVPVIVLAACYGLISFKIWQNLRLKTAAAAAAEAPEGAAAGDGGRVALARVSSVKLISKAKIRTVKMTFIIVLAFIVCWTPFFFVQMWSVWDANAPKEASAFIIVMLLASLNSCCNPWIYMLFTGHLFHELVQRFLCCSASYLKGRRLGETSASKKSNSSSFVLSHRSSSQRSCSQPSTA
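Assay system: CHO cell line stably expressing human OTR. Reagent: EC15 oxytocin agonist. Dosing: single dose, 3.0 µM nominal final compound concentration. Timing: compound 6 min at room temperature before oxytocin, 100 s read. Signal: kinetic Fluo-8 calcium fluorescence. Controls: oxytocin EC15 low and EC100 high.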
CHRM4 antagonist: blocks acetylcholine activation of human M4 receptor. CHO-hM4 cells, ACh EC80, Fluo-8 calcium fluorescence. AID 624125. 360,000 tested, 0.73% active. inhibition, % at 3 µM. P08173;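 active means inhibition above its plate's cutoff, the mean inhibition of sample wells plus 3 SD, cut at about 27% in these data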;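 further: 0% = acetylcholine EC80 with DMSO and 100% = DMSO without agonist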
CHRM4 agonist: CHRM4 agonism in calcium assay | P08173 | activation, % at 3 µM | CHO-K1 hM4/Gqi5, Fluo-8 calcium fluorescence; vehicle 0%, full acetylcholine response 100% | 360,000 tested, 0.14% active;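 active means activation above the run mean over all test wells plus 3 SD, cut at about 32% in these data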;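 further: peak over basal fluorescence ratio per well then scaled between controls; 0% = DMSO wells and 100% = acetylcholine at EC100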
CHRM1 agonist: human M1 muscarinic receptor agonism. CHO-K1 hM1, Fluo-8 calcium fluorescence, agonist mode; 0% DMSO, 100% acetylcholine EC100. AID 588814. 360,000 tested, 0.33% active. P11229. activation, % at 3 µM;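 active means activation above the run's mean compound activation plus 3 SD, cut at about 16% in these data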;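 further: peak over basal fluorescence ratio within a 140 s kinetic read after compound addition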
CHO-K1 Ca ag: M1 agonist counterscreen hit in parental CHO-K1 cells; Fluo-8 calcium fluorescence; scaled to maximal ATP response, vehicle zero; activation, % at 3 µM; 360,000 tested, 0.48% active; AID 602248; in the data active means activation above about 15%;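 further: untransfected CHO-K1 host cells lacking M1 receptor as counterscreen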
M1 antag: antagonists of human M1 muscarinic receptor; P11229; CHO-K1 hM1, Fluo-8 calcium fluorescence, ACh EC80 antagonist; inhibition, % at 3 µM; 360,000 tested, 1.3% active;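 active means percent inhibition above its own plate's cutoff, namely the mean of that plate's compound wells plus 3 SD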;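 further: peak over basal fluorescence ratio during 140 s after agonist addition; 0% = ACh EC80 plus DMSO and 100% = DMSO alone without agonist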
CHO parental Ca: signal in parental CHO cells, OX1R antagonist counter-screen. parental CHO-K1, ATP-induced calcium, Fluo-8 fluorescence. inhibition, % at 5.6 µM. 330,000 tested, 0.63% active. AID 463079;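 active means inhibition above that plate's mean sample inhibition plus 3 SD, cut at about 26% in these data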;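 further: 0% = ATP-challenged DMSO wells and 100% = DMSO wells without ATP; some compounds past the cut are filed as inactive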
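Test system: parental CHO cells; detection: calcium-sensitive Fluo-8 fluorescence; evaluation: percent inhibition of calcium signal; also added: ATP as calcium-mobilizing challenge; repeats: one well per compound; control set: ATP-challenged DMSO wells low, unchallenged DMSO wells high; compound: single nominal dose of 5.6 µM per compound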
CHO-K1 Ca antag: nonselective inhibitor or artifact in parental CHO-K1 cells; ATP-induced calcium, Fluo-8 fluorescence; inhibition, % at 3 µM; 360,000 tested, 0.6% active; AID 602250;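 active means inhibition above a per-plate cutoff, the plate's mean sample inhibition plus 3 SD, cut at about 24% in these data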;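 further: 0% = DMSO plus EC80 ATP and 100% = DMSO alone without ATP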
* marks the source's active call; other numbers are inactive results; x = no result given.

SMILES | M1 PAM | OXTR potentiate | CHRM4 antagonist | CHRM4 agonist | CHRM1 agonist | CHO-K1 Ca ag | M1 antag | CHO parental Ca | CHO-K1 Ca antag
CCOP(=O)(OCC)C(Nc1cccc([N+](=O)[O-])c1)c1ccc(OC)cc1 (stereo unspecified) | 7 | 2 | 3 | 1 | -2 | 1.6 | -12 | -12 | -1
CC1(C)Cc2c(sc3c2c(=N)n(Cc2ccco2)c(=O)n3CC(=O)Nc2ccccc2)CO1 | 5 | -20 | -6 | 0 | -2 | -0.1 | -5 | -18 | -10
CN(Cc1nc(-c2ccccn2)no1)S(=O)(=O)c1ccc(Cl)cc1 | 0 | -2 | -22 | 2 | -4 | -0.3 | -2 | -8 | 13
N#Cc1ccc(NC(=O)Cn2cnc(S(=O)(=O)N3CCCCC3)c2)cc1 | -6 | -6 | 2 | 0 | -3 | -0.2 | 10 | -1 | -1
O=c1[nH]c(=S)[nH]c2nccnc12 | 2 | x | 4 | 1 | -1 | -0.2 | -3 | x | 7
CC1=C(C(=O)OCc2ccccc2)C(c2ccco2)C2=C(CC(C)(C)CC2=O)N1 (stereo unspecified) | -7 | -3 | -8 | 0 | -3 | -0.2 | -3 | -19 | 19
CCCCn1c(N)c(N(CC(C)C)C(=O)COC(=O)C2(c3ccccc3)CC2)c(=O)[nH]c1=O | 6 | 0 | 1 | 1 | -4 | 1.7 | -5 | -23 | -5
Cc1cccc(C)c1OCC(=O)NC(Cc1c[nH]c2ccccc12)C(=O)O (stereo unspecified) | 18 | -11 | 0 | 1 | 4 | -0.1 | -9 | -3 | -3
COCCCNC(=O)CN(c1cc([N+](=O)[O-])ccc1OC)S(C)(=O)=O | 9 | -6 | -8 | 0 | -8 | 2.2 | -2 | -6 | -1
N#C/C(=C\c1cccc([N+](=O)[O-])c1)C(=O)Nc1cccnc1 | 5 | -5 | -5 | 1 | -2 | 0.1 | -1 | -3 | -8
Cc1ccnc(SCCn2c(Br)nc3c2c(=O)[nH]c(=O)n3C)n1 | 9 | 5 | 4 | 1 | -5 | 0.4 | -11 | -9 | 1
COc1cc(NC(=O)COc2ccccc2C)ccc1NC(=O)c1ccco1 | 4 | -7 | -2 | 9 | -2 | 3.4 | -6 | -18 | -3
COCCNc1nnc(SCC(=O)Nc2cc(C)on2)s1 | 7 | 10 | 2 | -1 | -2 | -0.2 | -7 | -2 | -7
Cc1nc(SCC(=O)NCc2ccco2)c2oc3ccccc3c2n1 | 7 | 1 | 9 | 3 | -5 | 1.9 | -6 | -18 | -12
CS(=O)(=O)NC1CCN(Cc2ccccc2)CC1 | 5 | -6 | -4 | 0 | -3 | 0.7 | -3 | -9 | -19
COc1cc2oc(=O)cc(-c3ccc(-c4ccc(F)c(Cl)c4)cc3)c2c(OC)c1OC | 1 | x | -9 | 1 | -4 | 0.6 | -3 | -12 | -13
Cc1nn(C)cc1CNC(=O)c1cccc(F)c1 | 9 | -6 | -2 | 0 | -5 | 0.7 | -12 | 1 | -7
O=C(CCO)c1ccc(O)cc1 | 13 | -2 | -4 | 1 | -1 | -0.5 | -15 | -5 | 11
Cc1ccc(C2C(C#N)=C(N)Oc3n[nH]c(-c4cccs4)c32)cc1 (stereo unspecified) | 9 | -11 | -3 | 0 | -4 | 0.6 | -34 | -8 | -4
Cc1ccccc1C(=O)N1CC(=O)Nc2ccc(F)cc2C1c1ccccc1 (stereo unspecified) | -1 | -6 | 1 | 4 | -3 | 23* | -1 | -19 | 7
Cc1ccc(C(=O)Nc2ncccc2C)cc1S(=O)(=O)N1CCCCC1 | 3 | 2 | -5 | 1 | -2 | 1.3 | -4 | 0 | -5
COc1ccc(CNC(=O)CSc2n[nH]c(C)c2[N+](=O)[O-])cc1 | 9 | -7 | 2 | 0 | -8 | 0.6 | -10 | 2 | -3
CCc1cn([C@H]2C[C@H](O)[C@@H](CO)O2)c(=O)[nH]c1=O | -6 | -11 | -23 | 0 | -3 | -0.5 | -14 | -1 | 22
CCOC(=O)CSc1nc2c(c(=O)n(C)c(=O)n2C)n1Cc1ccccc1F | -1 | -5 | -31 | 2 | -3 | 0.5 | -7 | 6 | 4
COc1cccc(CC(NC(C)=O)C(=O)NC2CCN(C(=O)C3CC3)CC2)c1OC (stereo unspecified) | 8 | -6 | -5 | 2 | -2 | -0.1 | -11 | 2 | -20
CCn1cc(C(=O)NCc2cccnc2)c(=O)c2cc(F)c(N3CCN(C(=O)c4ccco4)CC3)cc21 | -2 | -7 | -11 | 3 | -3 | 0.8 | 5 | -18 | 0
C/C(=N\NC(=S)NC1CCCCC1)c1ccc(C#N)cc1 | 0 | 4 | 8 | 0 | -6 | 5.8 | 5 | -2 | -14
CC1=C(Sc2ccccn2)C(=O)NC(C)(C)C1 | 0 | -6 | -1 | 1 | -2 | -0.3 | 4 | -6 | 27*
CCCOc1cccc(C(=O)O)c1 | 4 | -6 | -6 | 0 | -2 | 0.0 | -18 | 18 | 0
Cc1csc(NC(C)c2nc3cc(C(F)(F)F)ccc3n2CCCO)n1 (stereo unspecified) | 7 | 1 | 2 | 1 | -5 | 3.6 | -2 | -17 | -2
CCCn1cc2c(c1-c1ccc(C)cc1)c(=O)n(C)c(=O)n2C | 7 | -5 | 3 | -1 | -10 | 0.4 | -5 | -10 | -5
CC1CCN(C(=O)CN(c2ccc3c(c2)OCO3)S(C)(=O)=O)CC1 | 4 | -6 | -5 | 0 | -8 | 0.5 | -3 | 4 | -13
CC(C)c1cc(=O)oc2c3c4c(cc12)CCCN4CCC3 | -9 | -4 | 23 | -2 | -8 | -0.1 | 1 | -21 | -12
COc1cc(NC(=S)N2c3ccccc3CC2C)cc(OC)c1 (stereo unspecified) | 8 | x | 3 | 1 | -2 | 0.5 | 1 | x | -8
O=C1NC(CCc2ccccc2)C(=O)N1Cc1cccc2ccccc12 (stereo unspecified) | 8 | -18 | -6 | 2 | 4 | 1.2 | -6 | -15 | -12
CCC(=O)Nc1ccc(S(=O)(=O)N2CCc3ccccc3C2)cc1 | 2 | -7 | 0 | 6 | 1 | 1.6 | -3 | 3 | 0
CCOCCn1c(CN2CCN(c3ccccc3)CC2)nc2c1c(=O)n(C)c(=O)n2C | -5 | -16 | -5 | 1 | -5 | -0.1 | 0 | -11 | 12
Cc1cc(C)c(NC(=O)COC(=O)/C=C/c2cccs2)c(C)c1 | 4 | -4 | 4 | -1 | 0 | -0.6 | -1 | -7 | 8
NC(=O)CC(NC(=O)c1ccccc1)c1ccc(NCc2ccccn2)c([N+](=O)[O-])c1 (stereo unspecified) | 1 | -2 | -2 | 1 | -3 | 1.4 | 3 | -12 | -18
Cc1ccc2nc(N3CCN(C)CC3)c(C#N)cc2c1 | 6 | -9 | -1 | 2 | -4 | 0.0 | 13 | 2 | 3
O=c1cc(C(F)(F)F)[nH]c(=O)n1C1CCCCC1 | -3 | 10 | 13 | -1 | -4 | 3.4 | 7 | 6 | 12
COc1cc(C(C)=O)ccc1OCC(=O)N1CCc2ccccc2C1 | 8 | 1 | -6 | 2 | -1 | 1.7 | -14 | -7 | -6
COc1cc(CNc2ccc(S(N)(=O)=O)cc2)ccc1OCC(=O)NC1CCCCC1 | 9 | -9 | -6 | 2 | 2 | -0.2 | -2 | -13 | 1
C(=Cc1nc2ccccc2o1)c1ccc2c(c1)OCO2 | -10 | x | -12 | -1 | -4 | -0.8 | 16 | x | -2
COc1ccc(OC)c(C2C(C(C)=O)=C(O)C(=O)N2CCc2ccc(OC)c(OC)c2)c1 (stereo unspecified) | 5 | -14 | 3 | 1 | -1 | -0.1 | -13 | 2 | -3
COc1cc(-c2nc(-c3ccc4c(c3)-c3ccccc3S4(=O)=O)c(-c3ccccc3)[nH]2)cc(OC)c1OC | -5 | -6 | 5 | 10 | -2 | 2.4 | 22 | -5 | 16
CCCCCCCN=C(C)c1ccccc1O | 1 | -5 | -2 | 12 | -2 | 4.1 | 1 | -1 | -5
CCNC(=S)Nc1ccc2c(c1)c(=O)n(C)n2Cc1cccc(C(F)(F)F)c1 | 2 | x | -7 | 3 | -5 | 1.7 | -11 | x | -12
CN1CCN(c2ccc3sc(-n4ccc5ccccc54)nc3c2)CC1 | -4 | x | -2 | 6 | -3 | 0.5 | 9 | x | 9
Nc1cc(Cl)ccc1Oc1ccc(Cl)cc1 | -7 | 1 | -5 | -3 | -7 | -0.5 | 7 | -13 | -34

Retrieved by structure from above (four):
SMILES | M1 PAM | OXTR potentiate | CHRM4 antagonist | CHRM4 agonist | CHRM1 agonist | CHO-K1 Ca ag | M1 antag | CHO parental Ca | CHO-K1 Ca antag
COc1cc(C(C)=O)ccc1OCC(=O)N1CCc2ccccc2C1 | 8 | 1 | -6 | 2 | -1 | 1.7 | -14 | -7 | -6
C(=Cc1nc2ccccc2o1)c1ccc2c(c1)OCO2 | -10 | x | -12 | -1 | -4 | -0.8 | 16 | x | -2
CN1CCN(c2ccc3sc(-n4ccc5ccccc54)nc3c2)CC1 | -4 | x | -2 | 6 | -3 | 0.5 | 9 | x | 9
CCNC(=S)Nc1ccc2c(c1)c(=O)n(C)n2Cc1cccc(C(F)(F)F)c1 | 2 | x | -7 | 3 | -5 | 1.7 | -11 | x | -12

Exported with two lines to a compound: 2 of the compounds above
The line under a structure holds: M1 PAM	OXTR potentiate	CHRM4 antagonist	CHRM4 agonist	CHRM1 agonist	CHO-K1 Ca ag	M1 antag	CHO parental Ca	CHO-K1 Ca antag
COc1ccc(OC)c(C2C(C(C)=O)=C(O)C(=O)N2CCc2ccc(OC)c(OC)c2)c1 (stereo unspecified)
    5	-14	3	1	-1	-0.1	-13	2	-3
O=c1cc(C(F)(F)F)[nH]c(=O)n1C1CCCCC1
    -3	10	13	-1	-4	3.4	7	6	12

(listing goes on)
SMILES | M1 PAM | OXTR potentiate | CHRM4 antagonist | CHRM4 agonist | CHRM1 agonist | CHO-K1 Ca ag | M1 antag | CHO parental Ca | CHO-K1 Ca antag
CCN1/C(=C/c2ccc3ccccc3[n+]2CC)C=Cc2ccccc21 | -11 | -7 | 45* | 7 | 2 | 5.8 | 48* | 71* | 32*
COc1ccccc1C(=O)Nc1ccc(C(=O)/C=C/c2cccs2)cc1 | -1 | -7 | 10 | 5 | -3 | 1.1 | 4 | -9 | 2
C=CCN(c1ccccc1)S(=O)(=O)c1cccc(C(=O)Nc2cccc(C)n2)c1 | -1 | -17 | 4 | 2 | -4 | -0.7 | 3 | -12 | -3
O=C(C[N+]1(CC#Cc2ccccc2)CCCCC1)c1ccccc1 | -16 | -11 | 11 | 0 | -6 | -0.1 | 44* | -17 | 3
COc1ccc2nc(NNC(=O)COc3ccccc3)sc2c1 | 9 | -11 | -4 | 2 | -1 | 0.9 | -10 | -6 | -18
CCC(=O)NCCCCCCNC(=O)CC | 6 | -10 | -5 | 1 | -2 | 1.1 | -8 | -5 | -21

3 of the entries above in order of their number in M1 PAM, high to low:
structure | M1 PAM
COc1ccc2nc(NNC(=O)COc3ccccc3)sc2c1 | 9
CCC(=O)NCCCCCCNC(=O)CC | 6
O=C(C[N+]1(CC#Cc2ccccc2)CCCCC1)c1ccccc1 | -16

High-throughput results from PubChem.
